Compound activity (PubChem BioAssay)
ALOX12 inh = Primary qHTS assay for inhibitors of human arachidonate 12S-lipoxygenase (ALOX12): Round 2; Polyunsaturated fatty acid lipoxygenase ALOX12 (Homo sapiens), P18054; purified 12hLO, xylenol orange hydroperoxide absorbance; Potency, µM (highest dose often 108 µM), for the others: at the top dose activity change, negative = inhibition, most hits filed as inhibitors; hit rate 1.1% among 580,000; AID 1671190, 2021; active means well fitted inhibition curve with a large enough effect; inconclusive means small, poorly fitted or top-dose-only effect, or another doubt; inactive means no such curve, though single readings can be large or run the other way
Target sequence (P18054 whole entry, looked up): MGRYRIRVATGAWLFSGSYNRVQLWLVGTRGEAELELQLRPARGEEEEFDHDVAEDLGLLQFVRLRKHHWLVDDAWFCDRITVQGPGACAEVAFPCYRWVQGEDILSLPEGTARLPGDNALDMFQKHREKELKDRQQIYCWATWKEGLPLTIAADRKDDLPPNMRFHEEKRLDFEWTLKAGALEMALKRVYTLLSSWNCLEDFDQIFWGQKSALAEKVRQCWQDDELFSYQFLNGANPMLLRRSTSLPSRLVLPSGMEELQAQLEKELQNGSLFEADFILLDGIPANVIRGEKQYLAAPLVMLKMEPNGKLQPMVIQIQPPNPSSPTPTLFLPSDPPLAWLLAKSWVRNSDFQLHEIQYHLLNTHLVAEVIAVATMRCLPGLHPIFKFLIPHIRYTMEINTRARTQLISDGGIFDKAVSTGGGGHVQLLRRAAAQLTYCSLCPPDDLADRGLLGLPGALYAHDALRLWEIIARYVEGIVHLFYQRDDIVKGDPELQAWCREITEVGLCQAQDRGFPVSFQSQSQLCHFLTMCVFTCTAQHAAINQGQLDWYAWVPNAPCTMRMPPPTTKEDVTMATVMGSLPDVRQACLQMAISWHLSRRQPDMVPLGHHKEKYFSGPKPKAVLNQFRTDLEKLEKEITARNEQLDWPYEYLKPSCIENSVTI
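Purified human 12hLO (150 nM final) in 25 mM Hepes, 0.01% Triton X-100, pH 7.0 was preincubated 15 min at room temperature with compound. Then 40 uM arachidonic acid was added, 30 min. Hydroperoxide was read by Fe-XO absorbance ratio 573/405 nm.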
The depositor's hits bear a star; ? = inconclusive; [ ] = remark or other dose. On the % scale 0 is the no-effect control and ±100 the full control effect; potency means the concentration at half of the fitted maximal effect. These rows are one share of the data, so the mix of outcomes need not match the whole.

SMILES	ALOX12 inh
COc1ccc(N2CCN(c3nc(C(=O)N4CCCC(C)C4)cs3)CC2)cc1 (centres undefined)	6%
O=C(N[C@@H]1CCOC[C@H]1OCc1cscn1)c1ccccc1-n1cccn1	9%
Cc1noc(C)c1CN1CCC(NC(=O)C2CCC2)CC1	25%
COc1cc(C2C3=C(CCCC3=O)Nc3nc(SC)nn32)ccc1O (centres undefined)	-3%
CC(C)CCNC(=O)COC(=O)c1cc(-c2ccco2)nc2ccccc12	6.3µM*
CN(C)C[C@@H]1CN(S(C)(=O)=O)C[C@H]1NC(=O)c1ccc(Cl)s1	8%
COc1ccc(OCC(=O)Nc2cccc(-c3nc4cc(C)ccc4o3)c2)cc1	-2%
COc1ccc(Oc2c(C)oc3cc(OC(=O)c4ccc5c(c4)OCO5)ccc3c2=O)cc1	33%[activator]
CN(C)C(=O)c1ccc(NCC(=O)N2N=C(c3ccc(Cl)cc3)CC2c2ccco2)cc1 (centres undefined)	5%
O=C1NC2(Cc3ccccc31)CN(Cc1c[nH]c3ccccc13)C2	1%[6.33 µM]
Cn1ccnc1CN1C(=O)CO[C@H](c2ccc(NC(=O)c3cc(F)cc(F)c3)cc2)[C@H]1CO	0%
COc1cccc(C(=O)N(C)C2CCCc3ccccc32)c1 (centres undefined)	18%[176 µM]
CN(C)C(=O)c1cc(F)cc(F)c1	38%[activator]
O=C(O)C[C@@H]1CCN(C(=O)c2cccs2)C[C@@H]1CCN1CCN(c2ccc(F)cc2)CC1	13%
CCOC(=O)c1cnc2ccc(C(=O)OC)cc2c1Nc1ccc(C(C)=O)cc1	5%
CC(NC(=O)c1ccc(SC(F)F)cc1)c1ccncc1 (centres undefined)	-21%
O=C(c1ccccc1)[C@@H]1[C@@H](C(=O)c2ccco2)[C@@]2(C(=O)Nc3ccccc32)[C@H]2c3ccccc3C=CN12	14µM*
O=C(CN1CCN(c2nc(C(F)(F)F)nc3ccccc23)CC1)NC1CC1	-3%
CCN(CC)CCNC(=O)c1cnn(-c2nccc(-c3cc4ccccc4o3)n2)c1C	26%
CC(=O)c1cccc(NC(=O)C(Nc2ccc3oc(C)nc3c2)c2ccccc2)c1 (centres undefined)	-1%
CN(CCc1noc(C(=O)NCc2ccccc2)n1)C(=O)Nc1ccc(F)c(Cl)c1	9%
COc1ccc(C(CNC(=O)c2n[nH]c(=O)c3ccccc23)N2CCCC2)cc1 (centres undefined)	-5%
COc1ccc(N2CCN(C(=O)Cn3c(-c4cccc(Cl)c4)nc(C)c(CCO)c3=O)CC2)cc1	?
CN1CCC2(CCC1=O)CN(CC(=O)NCc1ccccn1)CCN2C (centres undefined)	124%[activator]
COc1cc(F)ccc1-c1ccc(=O)n(Cc2ccc(F)cc2Cl)n1	-1%
Cc1cc(NC(=O)CSc2nccn2-c2cccc(Cl)c2)on1	3%
O=C1NC[C@@H](CCC(=O)N2CCN(c3ccccc3)CC2)N2C[C@@H](NCc3ccccn3)C[C@@H]12	102%[activator]
CC(C)CC(=O)N1CCC(C(NC(=O)c2ccccc2)C(=O)N2CCCCC2)CC1 (centres undefined)	3%
CCc1ccc(CNC(=O)C2CCN(c3cc(C(F)(F)F)nc(C)n3)CC2)cc1	2%
Cc1nc(C)c(C(=O)N2CCCCCCNC(=O)[C@@H]3CCCC[C@@H]32)s1	12%
CN1CC2(CCCN(C3CCN(C(=O)c4cnccn4)CC3)C2)OC1=O (centres undefined)	38%[activator]
CC(C)C(NC(=O)c1cccc(C#N)c1)C(=O)N1CCN(c2ccccn2)CC1 (centres undefined)	40%[activator]
Cn1nccc1-c1ccc2ncn(-c3ccccc3)c(=O)c2n1	-1%[176 µM]
CCN(Cc1ccc2c(c1)OCO2)C(=O)NCc1nc(C)cs1	2%
CCOc1cc(C)c(CN2CCC3(C2)CN(C)C(=O)O3)cc1C(C)C (centres undefined)	59%[activator]
COc1ccc(CNC(=O)CC[C@@H]2CNC(=O)[C@@H]3C[C@H](NC(=O)NC(C)C)CN23)cc1	-1%[176 µM]
O=C(Nc1ccc2oc(C3CC3)nc2c1)c1ccc(=O)[nH]c1	1%
COc1cccc(CN2CCc3ccccc3C2)c1OC	?
CN(CCO)C(=O)c1nc[nH]c1C(=O)N1CCN(c2ccccc2)CC1	17%
Cn1nc(CC(=O)Nc2cccc(Cl)c2)c2ccccc2c1=O	-5%
C=CCNC(=S)NNC(=O)OCC	-11%
COC(=O)C1CN(Cc2ccc(OC)cc2)CCS(=O)(=O)N1Cc1cn(Cc2ccc(OC)cc2)nn1 (centres undefined)	17%
O=C(NCc1cccnc1)c1ccc(-c2ccc(N3CCSCC3)nc2)cc1	34%[activator]
CCCCN1C(=O)[C@@H]2C[C@@H](O)CN2C2(CN(C3CCN(C(C)=O)CC3)C2)C1=O	53%[activator][176 µM]
OCc1cc(CC2(NCc3ccccc3O)COC2)no1	-12%[176 µM]
O=C1NC2(CCN(Cc3ccccc3)C2)OCc2ccccc21 (centres undefined)	42%[activator][176 µM]
Cc1cc(C)n(C)c(=O)c1C(=O)N1CCC2(CC1)CNC(C(=O)O)C2 (centres undefined)	?
OCC1(CN2CCCC2)CCN(Cc2ccc(Cl)cc2F)CC1	-28%
CC(=O)N1CCC(N[C@@H]2CC[C@@H]2NC(=O)CCn2nnc3ccccc32)CC1	28%
N#Cc1cccc(CN[C@H]2CO[C@H]3[C@@H]2OC[C@H]3OC(=O)Nc2ccc(Oc3ccccc3)cc2)c1	-15%
O=C(c1cccc(Br)c1)N1CCC2(CC1)CC(O)CCO2 (centres undefined)	29%
O=C(CSc1ncc(-c2ccccc2)o1)Nc1cccc(F)c1	-5%
O=C1NCc2ccccc2CC12CCN(Cc1ccc(O)cc1)C2 (centres undefined)	2%
CN1C(=O)C(CC(=O)N2CCCC2)Sc2ncccc21 (centres undefined)	22%
Cc1cc(Br)c2nc(-c3ccc(F)cc3)c(Cc3cccc(Cl)c3)n2c1	0%
CN(Cc1nc2ccsc2c(=O)[nH]1)C(=O)c1cnn(-c2ccccc2)c1	?
CCCc1cc(N2CCC(N[C@@H]3CCNC3)CC2)nc(C)n1	?
COc1ccc(NC(=O)COC(=O)c2cccnc2Nc2cccc(C(F)(F)F)c2)cc1OC	1%
COc1ccc2[nH]c3c(c2c1)CCN(C)C31CCN(C(=O)c2cc(C)nn2C)CC1	33%
COc1ccc(C2Nc3ccccc3S(=O)(=O)N2)cc1OC (centres undefined)	-73%
Other compounds follow.
SMILES	ALOX12 inh
Cc1oc(-c2cccs2)nc1C(=O)N1CCCCCC1	11%
COc1ccc(C(=O)N2CCCCCCNC(=O)[C@@H]3CCC[C@@H]32)c(OC)c1	21%
COc1cc(C(C)=O)ccc1OCC(=O)OCc1ccc2c(c1)OCO2	6%
COc1ccc(OCc2nc(C)c(CCO)c(=O)n2CC(=O)Nc2ccccc2Cl)cc1	19%
COc1ccc(OC)c(NC(=O)c2cnc(N3CCOCC3)c3ccccc23)c1	9%
Oc1ccccc1-c1nc(Oc2ccccc2)c2ccccc2n1	-4%
CC1=[N+]([O-])C(C)(C)C(c2ccc(Cl)cc2)=[N+]1[O-]	?
COc1ccc(NC(=O)C(C)Nc2ccc3oc(C)nc3c2)cc1OC (centres undefined)	?
CCCCc1ccc(S(=O)(=O)N[C@H]2CC[C@@]34CCCN3C(=O)CCC[C@H]4[C@H]2CCC)cc1	-6%
Cc1ccc(C2Cn3nnc(C(=O)N4CCC(C(=O)NC(C)C)CC4)c3CO2)cc1 (centres undefined)	31%[activator]
CCc1noc(-c2cccn3c(CNC(=O)c4ccc(C)c(F)c4)nnc23)n1	66%[activator]
FC(F)(F)c1ccc(Cl)c(N/N=C/c2cccc(Cl)c2Cl)c1	?
CC[C@@]1(C(=O)O)C[C@H](C(=O)NCCCO)[C@H](c2ccc(OC)cc2)N1C	20%
CCOc1ccc(NC(=O)c2cnn3c2NC(c2ccc(OC)cc2)=CC3c2ccccc2)cc1 (centres undefined)	1%
Cc1ccccc1[C@H]1[C@@H](C(=O)N(C)Cc2ncccc2C)C[C@@](C)(C(=O)O)N1C	28%
O=C(CSc1nc2ccccc2nc1N1CCCC1)N1CCN(c2ccc(F)cc2)CC1	?
O=C(Cn1ccn2nc3c(c2c1=O)CCCC3)NCc1ccc2c(c1)OCO2	10%
COc1ccc2c(C)c(CC(=O)N3CCCC3)c(=O)oc2c1C	-6%
N#Cc1ccc(CSc2nnc(N3CCCCC3)n2-c2ccccc2)cc1	-27%
CCc1nc(-c2c3n(c(=O)n(CC(=O)Nc4cccc(C)c4)c2=O)CCCCC3)no1	33%
CC(C)CNC(=O)c1c(-n2cnnn2)sc2c1CCC2	-5%
CC(=O)O[C@H]1C=C[C@@H](NC(=O)OC(C)(C)C)C1	-2%
CC/C(=N\NC(=O)c1ccc(C(C)(C)C)cc1)c1ccccc1	44%[activator]
COCCNc1nc2c(c(=O)n(C)c(=O)n2C)n1Cc1cccc2ccccc12	4%
CCOC(=O)N1CCN(C(=O)c2ccc(N3C(=O)CCS3(=O)=O)cc2Cl)CC1	10%
Cc1nc2cc(NC(=O)c3cc(S(=O)(=O)N(C)c4ccccc4)ccc3Cl)ccc2o1	?
COc1cc(OC)cc(OCc2nc3c(n2Cc2ccccc2)C(=O)N(Cc2ccccc2C#N)CCN3)c1	26%
NC(=O)[C@@H]1CN(Cc2ccccn2)C[C@H]1COc1ccccc1	59%[activator]
CC(=O)NC(C)C(=O)NC(C)c1ccc(Cl)cc1 (centres undefined)	8%
CCOC(=O)Cc1ccc(NC(=O)Nc2ccc(OCc3cc(=O)n4ccccc4n3)cc2)cc1	7%
Cc1ccccc1N1CCN(C(=O)c2cc3cn(C4CC4)cc3s2)CC1	42%
CCN(CC)C(=O)c1cc2c(s1)CCC(C(=O)O)C2 (centres undefined)	30%
Cc1cc(S(=O)(=O)N2CCC(n3cnnc3C(C)C)CC2)ccc1F	22%
CNC(=O)C(C)Sc1n[nH]c(-c2ccc(OC)cc2OC)n1 (centres undefined)	1%
COCCN1CCN(Cc2ccc(C#N)cc2)CC1	-25%
O=C(NN=C1CCCCC1)c1nc(-c2ccccc2)n(-c2ccccc2)n1	34%[activator]
O=C(CN1C(=O)COc2ccc(C(=O)COc3ccccc3Cl)cc21)NCCc1ccccc1	-6%
OCCC1CN(c2cc(C(F)(F)F)ccn2)CCN1CC1CCCCC1 (centres undefined)	45%[activator]
c1ccc(-c2oc3ncnc(NC[C@@H]4CCCO4)c3c2-c2ccccc2)cc1	?
COc1cccc(CNC(=O)[C@@]23CCCC[C@H]2N(C)C(=O)CC3)c1OC	35%[activator]
CCn1ncc(N2CCCC(CC(=O)Nc3cc(OC)cc(OC)c3)C2)cc1=O (centres undefined)	7%
CC(C)(CO)NC(=O)c1sc2ccccc2c1Cl	28%
CCN(CC)Cc1ccc(CNC(=O)Cc2c[nH]c3ccccc23)cc1	-1%
CC(C)(C)C(=O)Nc1ccc(N2CCCCC2)c2ccncc12	41%[activator]
CCOc1cc(C(=O)NCc2n[nH]c(=O)c3ccccc23)cc(OCC)c1OCC	-4%
CCCCOC(=O)c1ccc(NC(=O)c2cc(=O)c3cc(C)c(C)cc3o2)cc1	12%
O=C1NCCCCCN(C(=O)CCCc2ccccc2)[C@H]2CCCC[C@@H]12	40%[activator]
c1cc(-c2noc([C@@H]3CCCN3C3CCOCC3)n2)cc(N2CCCC2)n1	70%[activator][176 µM]
O=C(Cn1ccn2nc(-c3ccc(F)cc3)c(CO)c2c1=O)NC1CCCC1	22%
COC(=O)C1CN(Cc2cn(CCC3OCCO3)nn2)CCS(=O)(=O)N1Cc1ccc(C)cc1 (centres undefined)	?
c1ccc2c(CN3CCC[C@H]3c3nc(-c4ccc(OC5CCCCC5)nc4)no3)c[nH]c2c1	7%
OC1(CN2CCC(Oc3cccnc3)CC2)CNCCOC1 (centres undefined)	?
CCC(Oc1ccccc1Cl)C(=O)O (centres undefined)	-7%
c1ccc2cnccc2c1	-7%[176 µM]
CCOc1ccccc1OC(=O)c1ccc(F)cc1Cl	-43%
